From PubChem BioAssay
Cdc25B inh = inhibitors of human Cdc25B phosphatase | inhibition, %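 (compounds tested at 10 µM final in the well)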 | P30305 | AID 368 | 65,000 tested, 0.1% active | recombinant Cdc25B, OMFP fluorescence Ex485/Em525; in the data active means inhibition above about 50%
Target sequence (P30305 whole entry, looked up): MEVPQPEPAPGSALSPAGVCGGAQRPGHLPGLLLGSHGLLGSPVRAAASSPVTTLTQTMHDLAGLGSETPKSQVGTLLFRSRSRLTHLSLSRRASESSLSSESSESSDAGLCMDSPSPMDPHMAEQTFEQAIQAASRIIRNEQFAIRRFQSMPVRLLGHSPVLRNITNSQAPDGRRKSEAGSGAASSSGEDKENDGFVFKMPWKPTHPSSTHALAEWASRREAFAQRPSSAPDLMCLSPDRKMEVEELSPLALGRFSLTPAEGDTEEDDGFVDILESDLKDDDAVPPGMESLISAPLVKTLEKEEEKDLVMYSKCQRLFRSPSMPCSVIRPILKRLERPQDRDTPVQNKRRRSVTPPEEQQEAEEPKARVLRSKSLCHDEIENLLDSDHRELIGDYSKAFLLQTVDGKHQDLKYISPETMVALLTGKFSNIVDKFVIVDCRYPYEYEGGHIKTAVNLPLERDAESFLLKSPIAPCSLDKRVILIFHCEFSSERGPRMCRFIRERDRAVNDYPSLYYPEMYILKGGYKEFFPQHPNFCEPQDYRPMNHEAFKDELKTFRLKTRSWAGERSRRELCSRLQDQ
MMP13 inh = blocks human MMP13 activity | inhibition, % at 4 µM | 65,000 tested, 0.07% active | MMP-13 fTHP FRET cleavage, Mca fluorescence | AID 570;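 active means inhibition above the mean of compound-free control plate wells plus 3 SD, cut at about 14% in these data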;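 further: 0% = DMSO wells and 100% = wells with reference MMP-13 inhibitor after basal subtraction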
TNAP act mid DEA = activates human TNAP at intermediate phosphate acceptor concentration; purified TNAP, CDP-star luminescence, 100 mM DEA, 30 min; stronger effect = higher value; scale: 0 levamisole-inhibited, 1 vehicle-only enzyme; activation factor at 20 µM; 64,000 tested, under 10 active;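 active means activation factor of at least 2 at 20 µM, relative to controls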
ROCK2 blocker = ROCK2 (human) kinase inhibition | O75116 | purified ROCK2, Kinase-Glo ATP depletion luminescence | inhibition, % at 6 µM | 60,000 tested, 0.35% active | AID 604;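 active means inhibition above the screen-wide mean inhibition plus 3 SD, cut at about 18% in these data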;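 further: plate controls were DMSO wells for no effect and Y-27632 control wells after no-enzyme background subtraction for full effect; many of its hits are not listed in these tables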
PKA inh = inhibitors of human protein kinase A | PKA Kemptide phosphorylation, Kinase-Glo ATP luminescence | 65,000 tested, 0.1% active | inhibition, % at 6 µM;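 active means inhibition above the screen-wide mean inhibition plus 3 SD, cut at about 21% in these data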; further: many of its hits are not listed in these tables
JNK3 inh = JNK3 (human) kinase inhibition; P53779; purified JNK3 kinase activity, HTS; inhibition, % at 8 µM; 60,000 tested, 0.61% active; AID 746; in the data active means inhibition above about 17%;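 further: 0% = DMSO and 100% = reference inhibitor; many of its hits are not listed in these tables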
DUSP1 inh = inhibitors of human MKP-1 phosphatase. P28562. recombinant MKP-1, OMFP hydrolysis fluorescence. inhibition, %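 (compounds tested at a single concentration somewhere between 10 and 100 µM)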. 65,000 tested, 0.15% active;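 active means inhibition above about 50%, limit read from the data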;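 further: 0% = DMSO max control wells and 100% = wells with enzyme stopped by NaOH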
Target sequence (P28562 whole entry, looked up): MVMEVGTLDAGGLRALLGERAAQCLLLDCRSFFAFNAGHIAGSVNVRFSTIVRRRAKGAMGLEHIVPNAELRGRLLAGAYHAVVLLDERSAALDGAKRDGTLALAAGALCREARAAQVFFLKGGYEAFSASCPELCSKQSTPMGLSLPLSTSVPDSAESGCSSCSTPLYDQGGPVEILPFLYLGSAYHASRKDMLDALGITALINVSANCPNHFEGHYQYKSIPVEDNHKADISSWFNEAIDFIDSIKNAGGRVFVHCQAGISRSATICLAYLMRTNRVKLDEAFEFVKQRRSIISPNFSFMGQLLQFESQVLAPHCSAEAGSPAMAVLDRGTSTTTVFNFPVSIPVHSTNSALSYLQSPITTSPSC
Jurkat tox 60K = cytotoxicity toward Jurkat cells; Jurkat E6.1 viability, ATP luminescence, 48 h; inhibition, % at 4 µM; 56,000 tested, 1.2% active; AID 463;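 active means inhibition above the mean inhibition of all tested compounds plus 3 SD, cut at about 28% in these data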
HEK293 NFkB inh = inhibitors of the PMA/ionomycin-induced NF-kB reporter in HEK293 cells. HEK-293 NF-kB luciferase reporter, luminescence. inhibition, % at 3 µM. 62,000 tested, 0.21% active. AID 465;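 active means inhibition above the mean of all tested compounds plus 3 SD, cut at about 40% in these data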;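 further: 0% = stimulated DMSO wells and 100% = 10 µM reference inhibitor 5653914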
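System: NF-kB luciferase reporter HEK-293 cells | Replication: Single test | Control set: DMSO vs reference inhibitor | Evaluation: % inhibition | Schedule: 1 h pretreatment, 16 h stimulation, 37 °C | Probe or stimulus: PMA with ionomycin | Compound dosing: One dose, 3 µM | Detection: Luciferase luminescence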
The depositor's hits bear a star; · = not tested or not shown; [ ] = another dose, or the depositor's remark.

SMILES	Cdc25B inh	MMP13 inh	TNAP act mid DEA	ROCK2 blocker	PKA inh	JNK3 inh	DUSP1 inh	Jurkat tox 60K	HEK293 NFkB inh
O=c1[nH]c(=O)n(Cc2ccco2)c(O)c1C=NC1CC1	-1	2	0.8	4	9	-1	4	0	1
CCN(CC)CCCN=C(C)c1c(O)n(-c2ccccc2)c(=O)[nH]c1=O	2	4	1	4	11	8	16	-5	8
c1cncc(C2CCCCN2Cc2ccc3c(c2)OCO3)c1 (stereo unspecified)	-4	0	0.9	3	7	6	6	-5	-6
CCC(=Nc1ccc(OC)cc1OC)c1c(O)n(C2CCCCC2)c(=O)[nH]c1=O	7	1	0.9	-1	-3	-1	-4	7	10
CN1C(=O)C(Cc2ccc3c(c2)OCO3)C(=O)N(C)C1=O	-3	1	0.9	6	6	6	1	-1	5
Cc1cc(N2C(=O)C3CCCN3C2c2sccc2C)no1 (stereo unspecified)	-1	-2	1	6	4	0	5	1	4
CC(C(=O)N1CCC2(CC1)OCCO2)C1Sc2ccccc2NC1=O (stereo unspecified)	-4	-6	0.9	-10	-10	-5	21	8	13
CN(C)C=C1C(=O)N(C2CCCCC2)C(=O)N(C2CCCCC2)C1=O	5	0	0.9	-2	-14	-5	23	0	4
O=C(Cc1ccccc1)N1CCN(C/C=C/c2ccccc2)CC1	-9	0	0.9	4	8	-7	6	-6	15
COCC(C)OC(=O)c1c(N)n(Cc2ccco2)c2nc3ccccc3nc12 (stereo unspecified)	18	-351[fluorescence artefact?]	0.8	7	5	3	-16	·	·
CC1CN=C(Nc2ccc(N(C)C)cc2)S1 (stereo unspecified)	-19	3	0.9	14	7	-29	-23	·	·
COc1ccc(N2C(=O)CC(N3CC=C(c4ccccc4)CC3)C2=O)cc1 (stereo unspecified)	-7	-4	1	9	4	4	5	3	21

Overlap with the part before: 2 compounds, followed by the next part.
SMILES	Cdc25B inh	MMP13 inh	TNAP act mid DEA	ROCK2 blocker	PKA inh	JNK3 inh	DUSP1 inh	Jurkat tox 60K	HEK293 NFkB inh
CC1CN=C(Nc2ccc(N(C)C)cc2)S1 (stereo unspecified)	-19	3	0.9	14	7	-29	-23	·	·
COc1ccc(N2C(=O)CC(N3CC=C(c4ccccc4)CC3)C2=O)cc1 (stereo unspecified)	-7	-4	1	9	4	4	5	3	21
O=c1[nH]c(=O)n(-c2cccc(Cl)c2)c(O)c1C=NCCN1CCCCC1	24	-2	0.9	6	7	-7	-23	·	·
CC(C)C12CN3CCN(CC(C3)C1O)C2 (stereo unspecified)	-5	1	0.9	10	9	-1	2	-3	24
c1ccc2[nH]c(CCNC3CCCCC3)nc2c1	-3	0	1	6	13	2	-2	-6	18
CCc1cc2c(s1)NC(=O)CN=C2c1cccs1	3	4	0.9	-7	5	0	6	4	9
CCOC(=O)C1C2NC(=O)N(Cc3ccccc3)C1(C)Oc1c(OC)cccc12 (stereo unspecified)	-9	0	1	4	1	-1	7	3	23
Cc1ccc(N(C)C(=O)Oc2cccc3cccnc23)cc1	-5	6	0.9	-6	-2	-6	3	-3	6
Cc1nc2ccccc2c(=O)n1-c1cccnc1	-12	5	1	7	11	-2	-11	-3	8
CCN1CCN(c2nc3c(c(=O)[nH]2)CCCC3)CC1	-3	-2	0.9	11	-2	8	1	-3	10
COC(=O)CCCNC(=O)CN1CC(c2ccccc2)CC1=O (stereo unspecified)	2	-5	0.8	4	6	-1	-4	-6	4
Cc1cccn2c(NCC3CCCO3)c(C(C)C)nc12 (stereo unspecified)	-1	-100[fluorescence artefact?]	0.9	-1	-2	2	11	-5	7
CCC/C(=N\O)c1c[nH]c2ccccc12	-2	3	1	3	2	-2	11	-3	3
CCC(=Nc1ccc2c(c1)CCC2)c1c(O)n(C)c(=O)n(C)c1=O	1	1	0.8	4	7	8	-8	3	4
O=C(c1ccc(CS(=O)(=O)c2ccc(Br)cc2)o1)N1CCC2(CC1)OCCO2	-6	-1	0.9	6	5	0	21	-2	14
O=P(/C(=N/O)N1CCCCC1)(N1CCOCC1)N1CCOCC1	-13	-1	0.9	6	8	4	-10	1	12
COc1ccccc1N1CCN(Cc2ccccc2Cl)CC1	-4	-4	1	6	6	10	3	2	12
COc1cc(CC2C(=O)N(C)C(=O)N(C)C2=O)ccc1OCc1ccccc1	-4	4	1	1	-2	-1	7	2	1
Cc1ccccc1NC1=NCC(C)S1 (stereo unspecified)	-4	2	1	6	5	2	-4	-1	10
O=C(CCCCCn1c(=S)[nH]c2ccccc2c1=O)N1CCC2(CC1)OCCO2	-6	1	0.9	-12	-2	28*	11	10	7
CCCCN1C(=O)NC(=O)C2(Cc3c(nc4c(C)cccn4c3=O)N3CCc4ccccc4C32)C1=O (stereo unspecified)	6	2	1	-5	-10	-2	31	3	31
CCOC(=O)CN1C(=O)C2(C(C#N)=C(N)Oc3ccccc32)C(C(=O)OC)=C1C (stereo unspecified)	4	-7	1	8	3	6	15	2	12
Cc1nc2cc(-c3ccc(Cl)cc3)nn2c(C)c1CCC(=O)N1CCC2(CC1)OCCO2	-18	-18	1	1	-3	-1	32	7	30
O=C1NC(=O)C2(Cc3ccccc3N3CCCC32)C(=O)N1c1ccc(Cl)cc1 (stereo unspecified)	3	-4	0.9	6	10	-3	-8	-9	14
c1cncc(C2CC(c3cccs3)n3ncnc3N2)c1 (stereo unspecified)	9	1	0.9	8	7	-7	-1	-4	11
CN(C)C1(c2nnnn2-c2ccc(Cl)cc2)CCCCC1	-1	-1	0.9	3	6	3	-7	-4	9

Some entries already given, showing only ROCK2 blocker and HEK293 NFkB inh.
smiles | ROCK2 blocker | HEK293 NFkB inh
COCC(C)OC(=O)c1c(N)n(Cc2ccco2)c2nc3ccccc3nc12 (stereo unspecified) | 7 | ·
Cc1cccn2c(NCC3CCCO3)c(C(C)C)nc12 (stereo unspecified) | -1 | 7
COc1cc(CC2C(=O)N(C)C(=O)N(C)C2=O)ccc1OCc1ccccc1 | 1 | 1
Cc1nc2cc(-c3ccc(Cl)cc3)nn2c(C)c1CCC(=O)N1CCC2(CC1)OCCO2 | 1 | 30
CCOC(=O)C1C2NC(=O)N(Cc3ccccc3)C1(C)Oc1c(OC)cccc12 (stereo unspecified) | 4 | 23

Of the compounds above, these contain an aryl methoxy group.
SMILES	Cdc25B inh	MMP13 inh	TNAP act mid DEA	ROCK2 blocker	PKA inh	JNK3 inh	DUSP1 inh	Jurkat tox 60K	HEK293 NFkB inh
CCC(=Nc1ccc(OC)cc1OC)c1c(O)n(C2CCCCC2)c(=O)[nH]c1=O	7	1	0.9	-1	-3	-1	-4	7	10
COc1ccc(N2C(=O)CC(N3CC=C(c4ccccc4)CC3)C2=O)cc1 (stereo unspecified)	-7	-4	1	9	4	4	5	3	21
CCOC(=O)C1C2NC(=O)N(Cc3ccccc3)C1(C)Oc1c(OC)cccc12 (stereo unspecified)	-9	0	1	4	1	-1	7	3	23
COc1ccccc1N1CCN(Cc2ccccc2Cl)CC1	-4	-4	1	6	6	10	3	2	12
COc1cc(CC2C(=O)N(C)C(=O)N(C)C2=O)ccc1OCc1ccccc1	-4	4	1	1	-2	-1	7	2	1

Continued.
SMILES	Cdc25B inh	MMP13 inh	TNAP act mid DEA	ROCK2 blocker	PKA inh	JNK3 inh	DUSP1 inh	Jurkat tox 60K	HEK293 NFkB inh
Cc1ccc(CS(=O)(=O)Cc2ccc(C(=O)N3CCC4(CC3)OCCO4)o2)cc1	-12	-3	0.9	5	2	4	5	0	3
O/N=C/c1c[nH]c2ccccc12	-7	-1	1	82*	64*	5	0	-6	-1
O=C1CC(=O)N(c2ccc(Cl)cc2Cl)C(=O)N1	-3	-2	0.9	2	7	6	7	-6	11
Cc1cccnc1NC1=NCC(C)S1 (stereo unspecified)	-1	0	0.9	-6	-1	-2	6	5	9
CCC(=NCc1cccnc1)c1c(O)n(Cc2ccccc2)c(=O)[nH]c1=O	4	2	0.9	0	-7	7	1	6	13
CC(=O)Nc1ccc2c(c1)CC1(C(=O)N(C)C(=O)N(C)C1=O)C1CCCN21 (stereo unspecified)	7	-6	0.9	-9	-10	-1	16	2	12
Clc1cccc(CN2CCCCC2c2cccnc2)c1 (stereo unspecified)	-5	2	0.9	4	7	2	12	-3	5
COC(=O)C(C)Oc1cc(C)cc2oc(=O)c3c(c12)CCC3 (stereo unspecified)	-2	-153[fluorescence artefact?]	0.9	2	3	4	10	5	23
O=C(Cc1ccccc1)N1CCN(CC2CC=CCC2)CC1 (stereo unspecified)	-12	0	0.9	7	12	2	20	5	16
CC1OC(NCCc2ccccc2)C(O)C(O)C1O (stereo unspecified)	-7	7	1	7	10	1	-16	-7	18
CCNCC1(c2ccc(OC)c(OC)c2)CCCC1	1	0	1	1	4	-3	-24	0	10
O=C1C2CCCN2C(c2cccnc2)N1c1ccc(Cl)c(Cl)c1 (stereo unspecified)	0	4	1	6	10	0	0	-5	2
CC(=NCC1CCCO1)c1c(O)n(Cc2ccccc2)c(=O)[nH]c1=O (stereo unspecified)	0	-1	0.9	-3	0	-3	16	6	27
CC12CN3CCN(CC(C3)C1O)C2 (stereo unspecified)	-1	5	0.9	3	12	-4	-18	3	26
COCCCNC(=O)c1c(NC(=O)c2ccco2)n(Cc2ccccc2)c2nc3ccccc3nc12	5	-110[fluorescence artefact?]	1	-1	0	2	7	-2	8
CN1CCC(O)(c2ccccc2)C2CCCC21 (stereo unspecified)	-6	4	0.9	7	9	6	8	-5	4
Cc1ccc(C)c(NC2=NCCCS2)c1	4	4	0.9	-1	5	-14	-5	4	17
COc1ccc(CN2CCN(C(=O)COc3cccc(C)c3)CC2)c(OC)c1	-15	6	1.1	-1	-5	-1	18	2	15
Cc1ccc2nc(N3CCN(C)CC3)[nH]c2c1	-3	0	0.9	-5	-4	-3	-9	4	15
Oc1ccc(CC2CC3CCN2CC3)cc1O (stereo unspecified)	-10	1	0.5	7	9	1	-1	2	8
CC1(C)CN=C(Nc2nc3ccccc3s2)S1	2	0	1.1	4	0	-1	-15	-4	-36
CC1=NOC2(C)Nc3ncnn3C(c3ccccc3)C12 (stereo unspecified)	18	0	0.9	6	3	0	-7	·	·
Cc1ccc(C2(O)CC(C)N(C)CC2C)cc1 (stereo unspecified)	-1	0	0.9	-2	-1	-5	-4	-2	17
O=C(CN1CC=C(c2ccccc2)CC1)NC(=O)NCc1ccco1	-2	-1	1	-1	-4	0	17	7	9
Cn1c(O)c(C=NCCCNC2CCCCC2)c(=O)n(C)c1=O	-15	6	0.9	4	7	4	-19	·	·
COc1cc(C2NCc3ccccc3-n3cccc32)ccc1O (stereo unspecified)	-22	-4	1	4	11	1	-11	-3	24
COc1ccc(C(=O)C(Cc2ccccc2)N(C)C)cc1 (stereo unspecified)	-6	0	0.9	6	10	0	-1	-3	-6
OC(c1ccc(F)cc1)C(c1ccccc1)N1CCOCC1 (stereo unspecified)	-25	-10	0.9	-1	0	5	-27	·	·
O=c1[nH]c(=O)n(Cc2ccc(F)cc2)c(O)c1C=NCCN1CCCCC1	4	1	0.9	-1	1	-4	-15	2	18
CC(=NCCCN1CCOCC1)c1c(O)n(Cc2ccccc2)c(=O)[nH]c1=O	5	2	1	-4	-2	-9	16	10	19
COC(=O)C(c1ccccc1)N1CCCCCC1 (stereo unspecified)	-22	0	0.9	-1	5	5	-11	·	·
Oc1c(Cl)cc(Cl)cc1CN1CCN(Cc2ccccc2)CC1	-6	6	0.9	0	4	-4	8	-1	18
COc1ccc(C2=NCC(=O)N(CC(=O)NCc3ccco3)c3sc4c(c32)CCCC4)cc1	-7	0	0.9	2	2	2	27	3	10
O=c1[nH]c(=O)n(CCC2=CCCCC2)c(O)c1C=NC1CCN(Cc2ccccc2)CC1	1	11	0.9	5	1	8	22	22	34
CCCCCCn1c(O)c(C=NC2CCN(Cc3ccccc3)CC2)c(=O)[nH]c1=O	-16	4	0.9	4	7	2	-12	·	·
COc1ccc(C2NCc3ccc4c(c3-n3cccc32)OCO4)cc1O (stereo unspecified)	-9	-5	0.9	6	10	9	-11	78*	26
CC12CCCCC1=[N+]([O-])CN2O (stereo unspecified)	4	-1	0.9	-9	4	2	8	9	25

The list is partial; the hit share may differ from the screen's.
